Bioassay records as filed in PubChem.
APE1 inh – inhibitors of human APE1 endonuclease; 350,000 tested, 0.35% active; P27695; AID 2517; Potency, µM (series often up to 65.8 µM), for the others: at the highest dose activity change, negative = inhibition, hits mostly inhibitors; recombinant APE1, TAMRA/BHQ-2 abasic DNA cleavage fluorescence;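 also: potency is read from the fitted curve at half-maximal effect; plate controls were vehicle for no effect and reference inhibitor for full effect; nearly all actives have a fitted effect of over 55% in size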
Target sequence (P27695 whole entry, looked up): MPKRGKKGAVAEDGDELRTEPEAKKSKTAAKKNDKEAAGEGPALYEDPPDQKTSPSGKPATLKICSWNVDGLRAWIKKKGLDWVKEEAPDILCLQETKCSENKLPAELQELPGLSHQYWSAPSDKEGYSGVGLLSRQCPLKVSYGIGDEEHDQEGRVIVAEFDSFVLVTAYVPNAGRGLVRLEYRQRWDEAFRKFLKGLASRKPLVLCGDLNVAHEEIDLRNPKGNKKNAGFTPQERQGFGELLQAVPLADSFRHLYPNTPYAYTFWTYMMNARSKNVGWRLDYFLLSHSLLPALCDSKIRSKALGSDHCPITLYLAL
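Kinetic fluorescence read (525 ex/598 em nm, three reads 60 s apart) of AP-site incision; signal = third minus first read. Enzyme 0.75 nM, dual-labelled THF duplex 50 nM, compound preincubation 15 min RT.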
Pol iota inh – blocks human DNA polymerase iota activity. AID 588590. 390,000 tested, 1% active. Potency, µM (top dose mostly 115 µM), inactives show at the highest dose activity, negative = inhibition, usual class: inhibitors. Pol iota fluorescent replication assay, 10 min; also: potency is read from the fitted curve at half-maximal effect
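Fluorescent replication assay read twice, at 0 min and 10 min after adding 50 nM (final) substrate. Enzyme (10 nM) and compounds were first incubated 15 min at room temperature; enzyme-free buffer wells were negative controls.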
Pol beta inh – inhibitors of human DNA polymerase beta | 340,000 tested, 1.3% active | Potency, µM (series often up to 114 µM), for the others: at the highest dose activity change, negative = inhibition, most hits filed as inhibitors | P06746 | Pol beta primer extension/strand displacement, fluorescence kinetic; also: potency is read from the fitted curve at half-maximal effect; % is scaled to controls: 0 for no effect and ±100 for the full control effect
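10 nM enzyme + cpd, 15 min RT; start with substrate 50 nM final; read 0 min and after 10 min RT. Corrected, normalized data; 4-parameter Hill curve fit.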
ERG-DNA inh – ERG Ets/DNA interaction inhibition; P11308; 370,000 tested, 0.028% active; fluorescence polarization, His-ERG Ets domain / labelled DNA; Potency, µM (titrated, usually from 76.9 µM), without a hit: at the top dose FP activity, negative = inhibition, actives largely listed as inhibitors; active = well fitted inhibition curve with a large enough effect in the polarisation, with a control signal flat; inconclusive = small, poorly fitted or top-dose-only effect, or effect the other way, or a change in a side signal; inactive = no such curve, though single readings can be large or run the other way; the % refers to the polarisation;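 also: polarization taken with two DNA probes labelled with fluorescein and Texas red; potency is read from the fitted curve at half-maximal effect; % of control where 0% means no effect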
Target sequence (P11308 whole entry, looked up, the tested form may be a part): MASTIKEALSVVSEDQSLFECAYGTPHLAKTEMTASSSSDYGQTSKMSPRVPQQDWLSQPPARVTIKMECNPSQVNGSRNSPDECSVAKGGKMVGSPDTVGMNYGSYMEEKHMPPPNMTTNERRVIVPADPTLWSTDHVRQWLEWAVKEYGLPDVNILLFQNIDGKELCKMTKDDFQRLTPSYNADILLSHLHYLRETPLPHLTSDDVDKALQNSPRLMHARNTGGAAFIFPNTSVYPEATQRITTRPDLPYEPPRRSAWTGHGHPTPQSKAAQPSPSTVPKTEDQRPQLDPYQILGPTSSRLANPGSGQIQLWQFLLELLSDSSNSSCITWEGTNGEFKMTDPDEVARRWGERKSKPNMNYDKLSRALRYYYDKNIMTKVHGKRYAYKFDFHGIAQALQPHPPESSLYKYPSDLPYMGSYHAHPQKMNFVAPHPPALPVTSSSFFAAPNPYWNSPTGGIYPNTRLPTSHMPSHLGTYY
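His-tagged ERG Ets domain (1 uM in the protein solution; 300mM KCl, 50mM Tris-HCl, 1mM EDTA, 1mM DTT, pH 7.5) received compound, then a probe mix of 5 nM fluorescein-DNA and 100nM Texas-615-DNA. Fluorescence polarization was read for both dyes.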
TRHR agonist – TRH receptor (human) agonism; P34981; TRHR cells, calcium flux fluo-8, FDSS agonist mode; activation, % at 2 µM; 360,000 tested, 0.18% active; AID 493084; in the data active = activation above about 30%; also: 0% is about no effect
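Agonist-mode FDSS calcium read (Ex 480/Em 530, 1 s cycles) in 1536-well TRHR cells with fluo-8 dye, after 10-cycle baseline and 23 nL compound addition; TRH at EC20 (10 nM final) added afterwards for the enhancer phase.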
ALOX12 inh – blocks human arachidonate 12S-lipoxygenase; P18054; purified 12hLO, xylenol orange hydroperoxide absorbance; AID 1671190; 580,000 tested, 1.1% active; Potency, µM (top dose mostly 108 µM), for the others: top-dose activity change, negative = inhibition, hits mostly inhibitors; also: potency is read from the fitted curve at half-maximal effect; % is scaled to controls: 0 for no effect and ±100 for the full control effect
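Purified human 12hLO at 150 nM in 25 mM Hepes, 0.01% Triton X-100, pH 7.0, preincubated 15 min at room temperature with compound. Reaction started with 40 uM arachidonic acid, 30 min at room temperature. Hydroperoxide measured by Fe-xylenol orange, 573/405 nm absorbance ratio.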
Pol kappa inh – inhibitors of human DNA polymerase kappa; purified Pol kappa, fluorescent DNA synthesis assay, 10 min; Potency, µM (doses to about 107 µM), for inactives: at the top dose activity, negative = inhibition, hits mostly inhibitors; 400,000 tested, 0.53% active; also: potency is read from the fitted curve at half-maximal effect; % is scaled to controls: 0 for no effect and ±100 for the full control effect
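Fluorescent qHTS in 1536-well format: enzyme (10 nM) and compound sat 15 min at room temperature before 50 nM substrate (final) was added. Signal taken at 0 and 10 min; no-enzyme buffer wells were negative controls.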
BLM inh – Bloom syndrome helicase (human) inhibition. P54132. recombinant BLM DNA unwinding, fluorescence dequenching. Potency, µM (top dose mostly 56.1 µM), inactives show at the top dose activity change, negative = inhibition, usual class: inhibitors. 350,000 tested, 0.2% active. AID 2528;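 also: potency is read from the fitted curve at half-maximal effect; plate controls were vehicle for no effect and no enzyme for full effect; nearly all actives have a fitted effect of over 35% in size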
Apoferritin bind – candidate novel general anesthetic via apoferritin binding; P02791; apoferritin/1-aminoanthracene competitive binding, fluorescence; Potency, µM (top dose mostly 77.5 µM), for the others: at the top dose activity change, negative = displacement, hits mostly inhibitors; 350,000 tested, 0.074% active; AID 485281; also: potency is read from the fitted curve at half-maximal effect; % is scaled to controls: 0 for no effect and ±100 for the full control effect; nearly all actives have a fitted effect of over 20% in size
Target sequence (P02791 2-175 limits assumed): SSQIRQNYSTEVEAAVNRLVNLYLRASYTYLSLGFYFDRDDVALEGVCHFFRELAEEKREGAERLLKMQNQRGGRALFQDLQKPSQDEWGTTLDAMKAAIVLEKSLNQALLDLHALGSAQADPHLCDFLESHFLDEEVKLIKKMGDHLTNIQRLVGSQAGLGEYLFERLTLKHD
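Probe: 1-aminoanthracene (50% saturated, PBS). Protein: horse-spleen apoferritin, 10 uM. Incubation: 10 min, room temperature. Detection: 380 nm excitation, 535 nm emission. Analysis: normalized response, four-parameter Hill.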
* hit, by the source's call; i = inactive; ? = inconclusive; . = not tested or not shown; & = joins results of further samples; [ ] = dose if it differs, or a comment. Unless noted, calls follow the shape of the dose curve; as a rule, active = well fitted curve in the direction sought with a large enough effect; inconclusive = small, poorly fitted or top-dose-only effect, or another doubt; inactive = no such curve, though single readings can be large; an effect the other way counts as inactive or inconclusive. Only part of the results is shown; count on the stated rates, not on these rows.

SMILES	APE1 inh	Pol iota inh	Pol beta inh	ERG-DNA inh	TRHR agonist	ALOX12 inh	Pol kappa inh	BLM inh	Apoferritin bind
CCCCOc1ccc(/C=N/NC(=O)c2nnn(-c3nonc3N)c2C)cc1	50%[activator]	43%[activator]	-13%	8%	0.4	-2%	-8%	-2%	16%
CCOc1ccccc1C(=O)Nc1nnc(Cc2ccc(OC)c(OC)c2)s1	-11%	-9%	10%	-3%	0.1	5%	-12%	1%	-7%
CC(=O)c1c(C)[nH]c(C(=O)CN2C(=O)NC3(CCCCC3)C2=O)c1C	16%	17%	.	0%	0.1	-10%	-10%	.	.
Cc1cc(OCC(O)CN(C)C(=O)C(C)Oc2ccccc2)ccc1Cl (configuration not stated)	11%	-95%	0%	6%	0.4	4%	-3%	0%	-9%
COc1ccc(CN2C(=O)c3cccnc3C2=O)cc1S(=O)(=O)NCc1ccc(C)o1	14%	1%	82%	4%	0.2	-5%	6%	1%	-11%
N#Cc1cn(CC(=O)N2CCCc3ccccc32)c2ccccc12	11%	7%	42%	-7%	0.4	?	-9%	-10%	4%
N#Cc1ccccc1N/C=C/C(=O)c1ccc(Cl)cc1	.	48%[activator]	.	-13%	.	0%	4%	.	.
CCNc1nc(OC)nc(Oc2ccc(C(=O)OC)cc2)n1	-2%	14%	-2%	17%	0.8	-16%	-1%	0%	-5%
Cc1ccc(C(=O)NNC(=O)c2ccccc2OCc2c(C)noc2C)cc1	-3%	66%[activator]	.	6%	-0.1	2%	-6%	.	.
COCCN(C(=O)c1cccc(OC)c1)c1nnc(-c2ccncc2)s1	-2%	9%	-14%	0%	0.4	-14%	-8%	-4%	-16%
Cc1ccc(S(=O)(=O)N2CCN(Cc3ccccc3)CC2)c(C)c1N(C)S(=O)(=O)c1ccccc1	2%	12%	6%	4%	-0.1	6%	0%	-9%	29%
CC(C)CCNC(=O)C12CN(Cc3ccccc3)CC1C(c1cccc([N+](=O)[O-])c1)=NO2 (configuration not stated)	-3%	36%[activator]	21%	1%	-0.1	-3%	10%	-5%	?
O=c1[nH]c2c(s1)C(c1ccco1)C1C3CCC(C3)C1S2 (configuration not stated)	14%	?	-11%	1%	1.4	170%[activator]	-14%	-8%	-18%
O=C(NC(c1ccccc1)C(Cl)(Cl)Cl)c1ccccc1 (configuration not stated)	-3%	35%[activator]	27%	-13%	0.4	12%	-6%	-3%	-15%
CSc1nc(Cl)cc(=O)[nH]1	2%	9%	2%	8%	0.2	2%	9%	-2%	-8%
Cc1sc2ncn(CC(=O)N3CCOCC3)c(=O)c2c1-c1ccccc1	0%	84%[activator]	?	-4%	-0.7	-7%	-3%	-1%	-18%
COC(=O)c1c[nH]n2c(=O)c(Cl)c(C)nc12	-1%	191%[activator]	18%	-3%	0.6	-22%	-6%	-2%	-6%
COc1ccc(/C=C/C(=O)c2nc3ccccc3n2CC(=O)c2ccc(OC)cc2)cc1	-6%	3%	-1%	0%	0.2	-28%	0%	-6%	-20%
CO/N=C/c1ccc(Oc2ccc(C)cc2)nc1	-8%	15%	0%	2%	-0.6	58%[activator]	-12%	-1%	-20%
Cc1nc2c(ncn2-c2ccccc2)c(=O)n1NC(=O)CN1CCOCC1	0%	0%	-1%	7%	0.3	23%	-9%	-3%	-9%
O=C(NCc1cccc(Br)c1)C1CCCCN1S(=O)(=O)c1ccc(F)cc1 (configuration not stated)	.	16%	-9%	0%	0.4	?	-5%	-3%	-8%
Cc1ccc2c(CC(=O)N(Cc3cccc(Cl)c3)C3CCS(=O)(=O)C3)coc2c1 (configuration not stated)	.	18%	3%	-7%	0.5	-23%	12%	-7%	6%
CCOC(=O)c1ccc(NC(=O)Cn2ncc(Cl)c(Cl)c2=O)cc1	5%	28µM*	2%	23%	0.1	2%	-13%	-12%	-4%
O=c1c2sc3ccccc3c2n(Cc2ccc(F)cc2Cl)c(=O)n1Cc1ccccc1	.	27%	7%	6%	-0.2	-14%	-8%	-2%	-8%
COc1ccc(C(CNC(=O)c2ccco2)N2CCCCC2)cc1 (configuration not stated)	14%	109%[activator]	24%	3%	0.0	?	0%	0%	-3%
CC(C)C(=O)Nc1c(-c2ccc(Cl)cc2)c(=O)c2ccccc2n1C	24%	?	4%	4%	-0.1	33%	6%[60.1 µM]	-6%	-7%
CCOC(=O)Cc1cc(=O)c2c(=O)n(-c3ccccc3)[nH]c2[nH]1	-8%	22µM*	2%	4%	0.1	?	22µM*	-1%	-23%
Cc1ccc(S(=O)(=O)N2CCCC2C(=O)NCc2ccncc2)cc1 (configuration not stated)	-12%	28%	-9%	-4%	1.0	301%[activator]	16%	-12%	-14%
CC(C)(C)c1cc(/C=N/O)cc(C(C)(C)C)c1O	-4%	24%	-7%	4%	0.2	?	-3%	-6%	?
CCc1cc2c(=O)c(-c3nc(C)cs3)coc2cc1O	2%	?	0%	-1%	-0.5	-4%	-11%	-7%	1%
CCCN(CC(=O)Nc1cc(Cl)ccc1Cl)C(=O)c1ccccn1	-3%	-16%	.	-4%	.	-3%	9%	.	.
Cc1cc(NS(=O)(=O)c2ccc(NC(=O)c3ccccc3F)cc2)no1	12%	?	.	-2%	.	6%	-14%	.	.
CC1CC(=O)Nc2ccccc2N1C(=O)Cn1cnc2ccc(Br)cc2c1=O (configuration not stated)	-13%	26%	.	7%	1.6	-11%	-14%	.	.
O=C(Nc1ccc(Cl)cc1)c1ccc(OCC2CCCO2)cc1 (configuration not stated)	-1%	156%[activator]	-11%	1%	0.5	3%	-6%	-2%	2%
Cn1cc(C(=O)c2cccc(Cl)c2Cl)cc1C#N	5%	-8%	-9%	9%	-1.8	1%	0%	-3%	?
Cc1ccc(OCC(=O)OCC(=O)NC2CCCC2)cc1C	-14%	39%[activator]	.	5%	-0.3	-7%	1%	.	.
CCOc1ccc(CNC(=O)Cn2nc(N3CCN(c4ccccc4)CC3)ccc2=O)cc1	.	-8%	4%	1%	-0.6	1%	3%	-1%	?
CC(=O)NC(Cc1ccccc1)C(=O)NC1CCN(C(=O)NCc2ccccc2)CC1 (configuration not stated)	3%	123%[activator]	36%	1%	0.2	-14%	2%	0%	3%
CCC[C@@H](CN1CCC[C@H]1CN1C(N)=NC[C@@H]1Cc1ccccc1)N1C[C@@H]([C@H](C)CC)N(CCc2ccc(Cl)c(Cl)c2)C1=N	-10%	-23%	.	-2%	.	.	-13%	.	.
O=C(N/N=C/c1cccnc1)c1cc2c(ccc3ccccc32)o1	-5%	?	11µM*	-2%	0.1	6%	-41%	3%	8%
COc1ccc(S(=O)(=O)N2CCCC(C(=O)N3CCN(c4ccccc4)CC3)C2)cc1Cl (configuration not stated)	-9%	13%	?	9%	-0.4	i	-14%	-8%	-3%
CC(C)(C)c1ccc(NC(=O)CNC2CCCc3ccccc32)cc1 (configuration not stated)	-11%	31%[activator]	-2%	3%	1.9	-5%	0%	-7%	-5%
COc1cccc(-c2cc(C(F)(F)F)nc(-n3cc(Cl)cn3)n2)c1	5%	20%	25%	-5%	-1.0	?	-24%	-3%	-14%
C#CC(=O)CCC1CCCN1C(=O)OC(C)(C)C (configuration not stated)	15%	15%	.	4%	.	-9%	6%	.	.
O=C(c1ccc(Cl)cc1)N1CCCCC(Sc2nnc(-c3ccc4c(c3)OCO4)o2)C1=O (configuration not stated)	-5%	4%	14%	-3%	-0.1	0%	-4%	-8%	2%
O=C(c1ccccc1)c1nccn1-c1ccc(Cl)nn1	-1%	0%	-20%	-4%	0.6	-11%	-11%	-3%	-2%
Cc1cc(NC(=O)CSc2nc3c([nH]c4ccccc43)c(=O)n2-c2ccccc2F)no1	-9%	12%&12%	-11%&-2%	-14%&9%	0.0&0.1	-8%&0%	-7%	-12%&-10%	5%&2%
Cc1ccccc1NC(=S)N1CCN(C(=O)c2ccco2)CC1	4%	36%[activator]	8%	3%	0.2	-3%	0%	-5%	-3%
CCOC(=O)N1CCN(C(=O)CNC(=O)c2ccc(Cl)cc2)CC1	4%	25%	19%	3%	0.2	0%	-8%	0%	-8%
COc1ccc(Cl)cc1Nc1nc(-c2sc(NC(=O)c3ccco3)nc2C)cs1	-1%	43%[activator]	-23%	8%	-0.2	?	7%	0%	-14%
CC(=O)N1c2ccccc2C(C)(c2ccccc2)CC1(C)C (configuration not stated)	-4%	?	22%	-9%	3.6	.	-13%	-2%	-18%
O=C(COc1ccccc1)Nc1nnc(C23CC4CC(CC(C4)C2)C3)s1	15%	-13%	11%	-8%	0.0	11%	-16%	3%	-7%
Cc1ccc(S(=O)(=O)CC(c2ccccc2)N2CCOCC2)cc1 (configuration not stated)	4%	-4%	27%	.	-0.6	10%	-18%	-7%	-7%
Clc1cccc(-c2nn3c(-c4ccncc4)nnc3s2)c1	3%	.	9%	.	0.5	.	.	4%	-3%
COc1ccc(S(=O)(=O)Nc2cc(Sc3ncn[nH]3)c(O)cc2C)cc1	-6%	-19%	.	-4%	.	-21%	-2%	.	.

Ordered by value in BLM inh (rising): some entries from above
| mol | BLM inh |
| --- | --- |
| CCOC(=O)c1ccc(NC(=O)Cn2ncc(Cl)c(Cl)c2=O)cc1 | -12% |
| CC(C)CCNC(=O)C12CN(Cc3ccccc3)CC1C(c1cccc([N+](=O)[O-])c1)=NO2 (configuration not stated) | -5% |
| O=C(COc1ccccc1)Nc1nnc(C23CC4CC(CC(C4)C2)C3)s1 | 3% |
